Pemphigus Ab inh – inhibitors of pemphigus antibody binding to DSG3, primary screen, biochemical, bead-based, flow cytometry, scFv-GFP | Desmoglein-3 (Homo sapiens), P32926 | binding (percent of control), % at 10 µM | 310,000 tested, 0.48% active | DSG3-coupled beads, scFv-anti-DSG3-GFP binding; active compounds read low | AID 588358, 2011;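 active means binding more than 3 SD below its plate's average and above zero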;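 further: hits lower antibody fragment binding to DSG3; some compounds called inactive have numbers as strong as hits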
Target sequence (P32926 whole entry, looked up, the tested form may be a part): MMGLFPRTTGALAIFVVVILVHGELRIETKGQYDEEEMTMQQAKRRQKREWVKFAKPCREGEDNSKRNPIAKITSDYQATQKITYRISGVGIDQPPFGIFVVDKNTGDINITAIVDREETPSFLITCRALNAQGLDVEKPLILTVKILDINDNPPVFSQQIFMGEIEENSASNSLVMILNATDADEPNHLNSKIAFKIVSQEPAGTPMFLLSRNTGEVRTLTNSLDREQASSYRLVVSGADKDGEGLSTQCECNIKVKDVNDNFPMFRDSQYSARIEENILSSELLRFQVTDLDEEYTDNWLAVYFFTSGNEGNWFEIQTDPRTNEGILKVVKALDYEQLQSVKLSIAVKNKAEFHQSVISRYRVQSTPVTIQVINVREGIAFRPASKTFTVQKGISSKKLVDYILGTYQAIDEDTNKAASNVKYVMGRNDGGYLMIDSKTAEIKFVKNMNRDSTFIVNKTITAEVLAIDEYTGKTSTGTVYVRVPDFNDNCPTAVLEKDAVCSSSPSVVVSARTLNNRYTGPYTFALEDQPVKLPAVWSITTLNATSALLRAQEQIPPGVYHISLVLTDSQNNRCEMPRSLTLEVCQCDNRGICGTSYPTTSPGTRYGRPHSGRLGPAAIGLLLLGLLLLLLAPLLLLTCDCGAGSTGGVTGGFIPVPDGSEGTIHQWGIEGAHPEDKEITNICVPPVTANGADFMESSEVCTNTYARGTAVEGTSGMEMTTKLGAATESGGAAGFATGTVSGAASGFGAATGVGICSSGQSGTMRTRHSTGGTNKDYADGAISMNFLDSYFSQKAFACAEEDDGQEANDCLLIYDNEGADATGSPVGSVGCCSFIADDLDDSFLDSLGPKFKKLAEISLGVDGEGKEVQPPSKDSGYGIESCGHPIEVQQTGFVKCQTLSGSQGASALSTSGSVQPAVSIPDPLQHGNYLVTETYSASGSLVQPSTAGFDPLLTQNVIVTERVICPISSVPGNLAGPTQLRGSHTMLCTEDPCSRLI
Cardiac RTF inh – cardiac RTF calcium sensitivity inhibitors, primary screen, biochemical, IANBD-TnC fluorescence, EC70 calcium; Troponin I, cardiac muscle (Homo sapiens) + Troponin T, cardiac muscle (Homo sapiens) + …; IANBD-labeled cardiac RTF, Ca2+ fluorescence; inhibition, % at 7.15 µM; 340,000 tested, 0.12% active;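 active means inhibition above the mean inhibition of all tested compounds plus 3 SD, cut at about 17% in these data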;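 further: assay run at fixed EC70 calcium of 1.6 mM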
LANA DNA inh – inhibitors of KSHV C-LANA binding to DNA, primary screen, biochemical, fluorescence polarization, FAM-LBS DNA, MBP-C-LANA, single point; inhibition, % at 9 µM; 340,000 tested, 0.078% active; AID 504423, 2011;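 active means highest replicate inhibition at or above 60% at 9 µM, even if other replicates fall short; inactive means all replicates below 60% inhibition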;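 further: 0% = neutral control wells and 100% = 4 µM acridine orange control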
MOR-DOR inv ag – inverse agonists of MOR-DOR heterodimerization, primary screen, cell-based, luminescence; cell-based MOR-DOR heterodimer luminescence, inverse agonism; AID 504357, 2011; inhibition, % at 9.3 µM; 340,000 tested, 0.21% active; Mu-type opioid receptor (Homo sapiens) + Delta-type opioid receptor (Homo sapiens), …; in the data active means inhibition above about 22%, passing the limit was not always enough;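 further: 0% = cells with DMSO and 100% = wells without cells with DMSO; values of inactives mirror those of a sister screen read the other way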
Arr AP2 block – inhibitors of beta-arrestin/AP2 binding, primary screen, biochemical, GPCR trafficking, flow cytometry; beta-arrestin 1 C-terminal peptide binding to AP2 beta2-adaptin appendage (human); FITC-arrestin peptide / GST-AP2 beads; AP2 beta2 appendage carries R879A mutation; inhibition, % at 10 µM; 340,000 tested, 0.31% active;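 active means inhibition above a set limit, near 3 SD of compounds lacking own fluorescence, cut at about 54% in these data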;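 further: plate controls were DMSO wells for no effect and 5 µM unlabelled arrestin peptide for full effect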
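System: GST-AP2 R879A bound to glutathione beads, E. coli-expressed. Also added: 50 nM FITC-arrestin peptide. Schedule: compound with beads 12 min RT, then probe 1 h RT. Signal: bead flow cytometry, FITC channel. Read-out basis: percent response.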
Keap1 Nrf2 FP – Keap1-Nrf2 protein-protein interaction inhibitors, primary screen, biochemical, fluorescence polarization, single point; inhibition, % at 9.4 µM; 340,000 tested, 0.15% active; Keap1 Kelch-Nrf2 peptide fluorescence polarization, 1536-well; AID 504523, 2011; in the data active means inhibition above about 12%;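 further: human Keap1 Kelch domain with fluorescein labeled Nrf2 9mer peptide probe; 0% = neutral control wells and 100% = peptide positive control; higher means more block of Keap1 binding to Nrf2 peptide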
Wnt act – Wnt/beta-catenin pathway activators, primary screen, cell-based, plate reader, single point. Wnt/beta-catenin reporter cell assay, activator. activation, % at 9.35 µM. 300,000 tested, 1.2% active; in the data active means activation above about 30%, passing the limit was not always enough;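 further: 0% = neutral control wells and 100% = positive control wells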
RTF Ca sens act – cardiac RTF calcium sensitivity activators, primary screen, biochemical, IANBD-TnC fluorescence, EC20 calcium | Troponin I, cardiac muscle (Homo sapiens) + Troponin T, cardiac muscle (Homo sapiens) + … | activation, % at 7.2 µM | IANBD-labeled TnC RTF fluorescence at EC20 calcium; 0% EC20 calcium, 100% full calcium | AID 493008, 2010 | 340,000 tested, 0.24% active;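 active means activation above the mean over all tested compounds plus 3 SD, cut at about 30% in these data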;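 further: rise in fluorescence read as greater calcium sensitivity of cardiac thin filaments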
V-ATPase pH – regulators of yeast V-ATPase proton pumping, primary screen, pHLuorin cytosolic pH fluorescence; S. cerevisiae; response, % at 10 µM; 350,000 tested, 0.37% active; in the data active means response mostly above about 7.3%, no sharp cut-off; inactive means mostly below about 5.4%; further: actives read high; inactives centre near 0; some compounds called inactive have numbers as strong as hits; reference of the scale not given here
OPRM1-OPRD1 ag – agonists of OPRM1-OPRD1 heterodimerization, primary screen, cell-based, luminescence; Mu-type opioid receptor (Homo sapiens) + Delta-type opioid receptor (Homo sapiens), …; cells; activation, % at 9.3 µM; 340,000 tested, 0.3% active; AID 504326, 2011; in the data active means activation above about 18%;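 further: 0% = vehicle-treated cells and 100% = reference agonist; values of inactives mirror those of a sister screen read the other way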
Numbers without * were called inactive; / = not tested or not shown.

structure,MOR-DOR inv ag,Arr AP2 block,Keap1 Nrf2 FP,Wnt act,Cardiac RTF inh,V-ATPase pH,Pemphigus Ab inh,RTF Ca sens act,OPRM1-OPRD1 ag,LANA DNA inh
O=C1N(Cc2ccccc2)c2ccccc2C12OCCO2,6,0,-6,0,-3,1,109,12,-1.2,5.0
CCOC(=O)c1c(/N=C/C2=C(O)CC(C)(C)CC2=O)sc2c1CCCC2,/,-18,/,9,/,2,105,/,/,/
CCc1cccc(NC(=O)C2CCCN2S(=O)(=O)c2ccc3c(c2)CC(C)N3C(C)=O)c1 (stereo not drawn),10,8,-2,1,2,0,110,10,-2.0,-3.9
O=C(CCN1CCN(c2ccc(F)cc2)CC1)Nc1ccccc1F,17,28,-6,/,-1,-5,121,-4,-3.7,0.4
CC(=O)N1N=C(c2c(-c3ccccc3)c3cc(C)ccc3[nH]c2=O)CC1c1ccco1 (stereo not drawn),8,7,0,-4,-3,0,/,-6,-1.6,0.0
OC(CN1CCC(Cc2ccccc2)CC1)c1ccccc1 (stereo not drawn),4,1,-3,-2,-3,2,106,-4,-0.8,-6.8
Cc1noc(C)c1C(=O)Nc1ccccn1,4,8,-2,-1,-7,0,108,0,-0.7,-1.1
CC(=O)NCc1ccc(S(=O)(=O)NC(C(=O)O)C(C)C)cc1 (stereo not drawn),-2,-15,-1,0,-12,2,/,0,0.5,-0.2
COc1ccccc1-c1noc(CCC(=O)Nc2cccc(C(F)(F)F)c2)n1,-28,-2,-4,/,-4,-2,103,-5,4.6,-0.1
Cc1cc([N+](=O)[O-])ccc1P(=O)(O)c1ccc([N+](=O)[O-])cc1C,14,8,-1,0,1,1,102,-6,-3.3,35
CCn1c(SC(C)C(=O)OC)nnc1-c1c[nH]c2ccccc12 (stereo not drawn),-3,4,-6,1,-7,5,105,5,0.6,1.1
Cc1cc(C)n2nc(SCC(=O)N/N=C/c3ccc(F)cc3)nc2n1,-7,3,2,-4,-12,4,112,8,1.2,0.1
Fc1cc(F)cc(-c2c(-c3ccccc3)ncc3ccc(F)cc23)c1,-10,-5,-12,14,6,4,104,6,1.8,1.6
CSc1ccccc1NC(=O)c1cnc2sc(C)cn2c1=O,-1,17,-1,-3,-8,7,97,-3,0.1,0.1
O=C(CSc1n[nH]c(=O)n1C1CC1)NCc1ccccc1,-1,24,-4,1,4,4,103,6,0.1,0.6

Looked up one by one from above (2):
structure,MOR-DOR inv ag,Arr AP2 block,Keap1 Nrf2 FP,Wnt act,Cardiac RTF inh,V-ATPase pH,Pemphigus Ab inh,RTF Ca sens act,OPRM1-OPRD1 ag,LANA DNA inh
CC(=O)NCc1ccc(S(=O)(=O)NC(C(=O)O)C(C)C)cc1 (stereo not drawn),-2,-15,-1,0,-12,2,/,0,0.5,-0.2
CCc1cccc(NC(=O)C2CCCN2S(=O)(=O)c2ccc3c(c2)CC(C)N3C(C)=O)c1 (stereo not drawn),10,8,-2,1,2,0,110,10,-2.0,-3.9

More structures:
structure,MOR-DOR inv ag,Arr AP2 block,Keap1 Nrf2 FP,Wnt act,Cardiac RTF inh,V-ATPase pH,Pemphigus Ab inh,RTF Ca sens act,OPRM1-OPRD1 ag,LANA DNA inh
COc1ccc(N(C(C)C(=O)NN=C2CCCCCCC2)S(C)(=O)=O)cc1 (stereo not drawn),-1,/,4,-2,4,0,85,-3,0.1,-1.9
COc1cc2c(cc1O)CC[C@@H]1[C@@H]2CC[C@]2(C)[C@@H](O)CC[C@@H]12,11,3,0,-12,1,3,108,2,-2.0,-0.7
O=C(NCCC(=O)N1CCC2(CC1)NCCc1[nH]cnc12)c1cccc(Br)c1,16,-9,0,2,2,3,99,1,-3.2,1.9
CN(C)S(=O)(=O)Nc1ccccc1C(N)=O,0,23,-2,-3,4,-4,99,-9,0.1,1.5
[N-]=[N+]=NC[C@H](c1ccccc1)N1CCN(Cc2ccccc2)CCC1=O,7,1,-2,-1,-11,5,103,2,-1.2,0.9
CC(=O)N1CCN(C(=O)c2ccc(NS(=O)(=O)c3ccc(Cl)c(Cl)c3)cc2)CC1,20,0,3,6,0,5,104,0,-4.1,1.4
CCn1c(=O)n(CC(=O)NCc2ccccc2OC)c(=O)c2ccccc21,4,-7,-1,/,-3,4,100,-4,-0.7,-2.1
O=C(CC(Nc1ccccc1)c1ccc(F)cc1)c1ccccc1 (stereo not drawn),-45,5,-3,/,-5,0,100,-4,6.6,0.0
O=C1CN(C(=O)CNCc2ccccc2Cl)c2ccccc2N1,15,9,-3,1,-6,1,102,-2,-2.8,-2.2
CC(C)CC(CC(C)C)=NNC(=O)c1ccc(CSc2nncn2C)cc1,14,-36,-4,-1,6,4,115,-1,-3.0,-0.4
CNC(=O)CSc1nnc(C2CC2)n1-c1ccccc1,1,-24,2,-1,4,-5,109,8,-0.3,-0.7
O=C(Oc1cccc(Oc2ccccc2)c1)N1CCOCC1,17,1,-3,0,2,3,96,4,-2.8,0.7
O=C(Nc1cccc(S(=O)(=O)N2CCOCC2)c1)c1cccc(S(=O)(=O)N2CCCCC2)c1,12,-8,-3,2,2,-1,97,-15,-2.3,-0.1
CN1CCN(C(=O)c2cc(Cl)ccc2NC(=O)c2ccc(Cl)cc2Cl)CC1,11,-10,-2,-1,-1,1,101,0,-2.1,-0.6
Fc1ccc(NC(=S)NCCN2CCOCC2)c(F)c1F,10,-20,1,2,3,2,105,0,-1.9,-1.7
COc1cc(C(=O)NCc2cccc3ccccc23)cc(Cl)c1OC,12,12,1,-3,-6,-4,/,2,-2.1,-1.2
CCCCNc1c(NC(C)=O)c(=O)oc2ccccc12,15,/,-2,/,-8,5,103,2,-3.1,0.3
COc1ccc2c(c1)c(C(C)=O)c(C)n2-c1ccc(C(C)=O)cc1,6,6,6,4,-2,-3,98,-1,-1.1,-1.9
O=C(c1cc(S(=O)(=O)N2CCOCC2)ccc1F)N(Cc1nnc(-c2ccccc2Cl)o1)C1CC1,5,-3,5,-2,10,-4,101,-6,-0.7,2.3
COc1ccccc1CNC(=O)CS(=O)Cc1nc(-c2ccc(OC)c(OC)c2)oc1C (stereo not drawn),8,10,1,1,-1,-1,100,-3,-1.6,-0.3
CC(NC(=O)c1ccccc1Cl)c1ccc(-n2ccnc2)cc1 (stereo not drawn),21,-9,-2,3,-1,0,99,-4,-4.1,-1.7
O=C(N=c1ccn(-c2nc3ccccc3nc2NS(=O)(=O)c2ccccc2)cc1)c1cccs1,5,58*,-12,-1,-3,0,95,13,-1.1,12
O=C(c1ccc(S(=O)(=O)N2CCCCC2)cc1)N1CCN=C1SCc1cccnc1,12,2,-4,-5,-1,1,109,5,-2.3,0.7
CN1C[C@@H]2C(c3ccccc3)C3(c4ccc(C#N)cc4)CC2(C3)[C@H]1c1ccccc1 (stereo partly drawn),-21,31,-3,-2,0,-1,99,0,3.9,-0.7
O=C(O)c1cc(N/N=C/c2ccc3c(c2)OCO3)ccc1Cl,0,0,-8,10,-2,-2,132,7,0.0,1.1
CCOC(=O)c1nnc2ccnn2c1N,9,9,1,-2,-13,3,100,4,-1.6,1.1
COC(=O)C1=C(C)C(c2ccc(OC)cc2)NC(=O)N1 (stereo not drawn),-1,-6,5,-5,-2,0,102,0,0.1,-1.3
CCN(CC)C(=O)C(=O)N/N=C/c1ccc(C(=O)OC)cc1,10,-7,-3,1,-11,1,102,5,-1.8,5.8
O=C(NCCC1=CCCCC1)C1CCN(C(=O)Nc2ccccc2)CC1,11,-5,3,/,1,1,103,-2,-2.2,-0.6
CCOc1c(Br)cc(C(N)=O)cc1OCc1ccccc1,-4,1,4,1,-12,1,98,8,0.7,0.1
COCCCNc1nc2c(c(=O)[nH]c(=O)n2C)n1CCCc1ccccc1,17,3,3,15,2,0,/,2,-2.9,-0.4
COc1cccc(C(=O)N(CN2CCCC2=O)c2ccccc2OC)c1,6,6,-3,-1,0,-1,/,-2,-1.1,-0.8
Cc1ccccc1CN1CCCOCCS1(=O)=O,17,-4,-4,7,-8,-2,109,5,-3.0,2.2
CC1=C(C(=O)Nc2ccccn2)C(c2ccc3c(c2)OCO3)C2=C(CC(C)(C)CC2=O)N1 (stereo not drawn),1,3,-2,3,-4,2,102,3,-0.2,-0.4
CCC(=O)/C=C1/Sc2ccccc2N1CC,-3,3,2,-1,-3,-3,/,-1,0.6,3.2
COc1ccc(-c2nnc(NC(=O)Cc3ccccc3)o2)cc1,9,-8,-3,-1,-3,3,90,-1,-1.8,-2.6
CC(=O)N(C)c1cccc([N+](=O)[O-])c1,18,2,-5,/,-5,1,88,5,-3.7,-0.4
COc1ccc(-c2n[nH]c(=S)n2Cc2ccccc2)cc1OC,-6,-3,-5,-1,-6,0,116,5,1.1,-0.2
COc1cccc(NC(=O)c2ccccc2Br)c1,10,9,-5,4,-2,0,109,6,-2.1,-0.5
O=C(CCCc1ccccc1)NCc1ccc2c(c1)OCO2,1,8,-3,3,-9,-4,114,3,-0.2,-0.2
Cc1cc(Br)ccc1NC(=O)CN1C(=O)CCC1=O,4,5,-3,/,2,5,105,2,-1.0,0.1
O=c1[nH]c(=S)c2ncn(-c3ccccc3)c2[nH]1,/,10,/,5,/,2,104,/,/,/
COP(=O)(OC)c1ccc(NCc2cc(O)ccc2O)cc1,7,-15,-6,2,-2,1,/,1,-1.4,4.5
Cc1ccc(OCC(O)CN2CCN(CCO)CC2)c(C)c1 (stereo not drawn),0,14,0,0,-3,-3,91,-4,0.1,1.9
CC(=O)c1ccc(S(=O)(=O)NCC2(N3CCOCC3)CCCCC2)cc1,7,-3,1,-2,-15,1,/,11,-1.9,-0.3
CC1CCCN(C(=O)c2ccc3c(c2)OCCO3)C1 (stereo not drawn),5,-4,-6,6,-23,-3,100,3,-1.0,-2.0
O=C(O)CCC(=O)N1CCc2cc(S(=O)(=O)Nc3ccc4c(c3)OCCO4)ccc21,20,4,4,-4,-12,0,107,5,-3.8,-0.3
O=C(CCC(=O)Nc1ccccc1)N/N=C/c1ccncc1,14,-2,1,-1,-10,-1,102,1,-2.6,-2.1
O=C(NC1CCCC1)C(c1ccco1)N(Cc1ccccc1)C(=O)c1csnn1 (stereo not drawn),3,-5,-4,-2,2,1,87,-2,-0.7,1.3
O=C(CCS(=O)(=O)c1ccccc1Cl)NC1CCCCCC1,8,-2,-3,21,0,2,104,1,-1.9,-1.2
